KCNQ1 act – potentiates or activates the human KCNQ1 potassium channel. hit rate 0.35% among 310,000. B-score at 10 µM. AID 2648. CHO-K1 KCNQ1, thallium flux FluxOR fluorescence; hits give high values. P51787;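 active = fluorescence ratio B-score, a plate-corrected score, at least three library SD, with initial intensity B-score within 5 SD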
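Assay system: CHO-K1 cells stably expressing KCNQ1. Medium: assay buffer for compound exposure, DMSO matched across wells. Timing: 37 °C overnight plating, 90-min dark dye load, 20-min compound pretreatment. Signal: kinetic FluxOR fluorescence, 10 s baseline plus 110 s post-stimulus.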
KCNQ1 block – inhibitors of human KCNQ1 potassium channel; CHO-K1 KCNQ1, FluxOR thallium flux fluorescence; hits give high values; B-score at 10 µM; hit rate 1.3% among 310,000;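 active = compounds whose thallium flux B-score, printed positive for inhibition, exceeds three library SD while starting fluorescence stays within three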;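 note: channel opened by potassium depolarization with thallium stimulus after 20 min compound exposure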
Platelet DG rel – platelet dense granule release activity; AID 1663; human platelet-rich plasma, SFLLRN dense granule ATP release, luminescence; hit rate 0.22% among 300,000; inhibition, %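 (compounds screened at 7.5 µM in platelet-rich plasma)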;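 active = mean replicate score, as percent of positive control, at or above 50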
TRPC4 act – TRPC4 (mouse) channel activation. Q9QUQ5. HEK293 TRPC4beta/mu-opioid, Fluo4 calcium fluorescence; hits give high values. B-score at 10 µM. hit rate 0.49% among 310,000. AID 2237;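 active = B-score above 5 SD of library B-scores, and initial fluorescence ratio not above library mean plus 5 SD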;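 note: positive B-score marks a calcium rise read as TRPC4 activation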
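system = HEK293 cells stably co-expressing mouse TRPC4beta and mu-opioid receptor | schedule = Fluo4 dye loading 45 min at room temperature, 110 s recording | measure = B-scored integrated calcium fluorescence ratio | signal = Fluo4 calcium-sensitive dye fluorescence, kinetic, 1 Hz baseline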
KCNK9 inh – human KCNK9 channel inhibition; B-score at 10 µM; hit rate 1.2% among 310,000; HEK293 KCNK9, FluxOR thallium flux fluorescence; hits give low values;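 active = ratio B-score over 3 SD below the library mean, with starting fluorescence within 5 SD of its mean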;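 note: negative B-score means less thallium flux so channel inhibition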
TRPC4 block – inhibitors of mouse TRPC4 channel | Q9QUQ5 | HEK293 TRPC4beta/mu-opioid, DAMGO-evoked Fluo4 calcium flux; hits give low values | B-score at 10 µM | hit rate 0.39% among 300,000 | AID 2247;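 active = B-score over 3 SD under the library average, no early fluorescence shift, positive overall ratio signal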
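Material: HEK293 cells with stable TRPC4beta plus mu-opioid receptor expression / Probe or stimulus: DAMGO in two steps, submaximal then maximal / Compound: single concentration per test compound / Technique: kinetic Fluo4 fluorescence imaging of calcium influx / Read-out: per-well B score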
PolyA inhibitor – yeast polyadenylation inhibition; hit rate 0.02% among 300,000; AID 1875; S. cerevisiae SKY197-pL101 polyadenylation reporter, beta-gal luminescence; efflux-impaired pdr1/pdr3 knockout yeast; score 100 = 6 SD above DMSO; calls only at 12 µM;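 active = lowest replicate activity score at least 50, where 100 means six control SD above control mean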;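 note: yeast exposed to compound for 9 h at 30 °C; higher score means more reporter readthrough which indicates perturbed polyadenylation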
Dyrk1A ADPGlo – Dyrk1A (rat) kinase inhibition; Q63470; ADP-Glo luminescence, NFATc1 peptide; inhibition, % at 12.5 µM; hit rate 0.43% among 310,000; in the data active = inhibition above about 50%;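 note: plate controls were vehicle with enzyme for no effect and no enzyme for full effect; many of its hits are not listed in these tables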
hERG rescue – compounds protecting human hERG from proarrhythmic drug block; hit rate 0.51% among 310,000; CHO-hERG, FluxOR thallium flux, dofetilide IC70 present; AID 1511; activation (rescue from dofetilide block), less the hit threshold, % at 10 µM;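 active = activation above the mean of controls blocked by dofetilide plus 5 SD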;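 note: thallium influx through hERG after potassium depolarization seen as dye fluorescence rise; in these data hits start at about 4.7%; inactives centre near -7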
Target sequence (Q12809 whole entry, looked up): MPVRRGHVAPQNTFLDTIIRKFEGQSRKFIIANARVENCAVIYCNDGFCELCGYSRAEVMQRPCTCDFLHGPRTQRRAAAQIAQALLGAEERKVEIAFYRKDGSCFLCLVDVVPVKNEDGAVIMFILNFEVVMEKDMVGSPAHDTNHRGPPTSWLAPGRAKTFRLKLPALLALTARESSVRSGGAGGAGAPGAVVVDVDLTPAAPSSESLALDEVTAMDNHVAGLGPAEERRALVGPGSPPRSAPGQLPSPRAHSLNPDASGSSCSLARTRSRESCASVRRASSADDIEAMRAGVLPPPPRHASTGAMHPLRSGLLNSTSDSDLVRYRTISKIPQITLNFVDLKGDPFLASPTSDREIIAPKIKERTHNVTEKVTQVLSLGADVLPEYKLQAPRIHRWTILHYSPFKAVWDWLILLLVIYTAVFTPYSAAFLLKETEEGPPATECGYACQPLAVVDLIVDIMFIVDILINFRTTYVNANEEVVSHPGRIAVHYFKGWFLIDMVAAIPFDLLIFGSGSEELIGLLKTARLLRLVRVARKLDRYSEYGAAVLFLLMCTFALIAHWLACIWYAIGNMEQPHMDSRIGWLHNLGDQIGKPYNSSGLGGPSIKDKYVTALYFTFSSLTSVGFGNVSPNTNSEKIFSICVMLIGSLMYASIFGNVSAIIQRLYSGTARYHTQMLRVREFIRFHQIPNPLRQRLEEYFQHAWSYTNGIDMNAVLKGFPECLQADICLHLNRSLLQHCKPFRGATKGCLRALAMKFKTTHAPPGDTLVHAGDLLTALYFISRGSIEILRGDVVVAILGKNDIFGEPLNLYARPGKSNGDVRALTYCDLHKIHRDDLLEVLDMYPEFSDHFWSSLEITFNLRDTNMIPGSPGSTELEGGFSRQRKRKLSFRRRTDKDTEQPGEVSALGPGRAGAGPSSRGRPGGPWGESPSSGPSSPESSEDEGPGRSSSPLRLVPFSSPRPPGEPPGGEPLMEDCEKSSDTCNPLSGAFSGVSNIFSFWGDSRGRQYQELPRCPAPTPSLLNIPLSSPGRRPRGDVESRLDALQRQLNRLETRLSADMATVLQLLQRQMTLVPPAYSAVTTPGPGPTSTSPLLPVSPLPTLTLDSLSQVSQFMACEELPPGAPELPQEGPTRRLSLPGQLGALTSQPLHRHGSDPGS
KCNK3 block – human KCNK3 channel inhibition, primary screen. O14649. CHO-KCNK3 thallium flux, FluxOR fluorescence; hits give low values. B-score at 10 µM. hit rate 0.84% among 340,000. AID 602410;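 active = B-score under library mean minus 4 SD, starting fluorescence ratio at most library mean plus 5 SD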;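 note: more negative B-score means stronger inhibition of thallium flux through KCNK3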
TRPC4 potent – allosteric potentiators of mouse TRPC4 channel | HEK293 TRPC4beta/mu-opioid, DAMGO EC20, Fluo-4 Ca2+ flux; hits give high values | B-score at 10 µM | hit rate 0.42% among 310,000;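 active = B-score of calcium response area above 5 SD of library B-scores, with initial fluorescence ratio within 5 SD of library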;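 note: B-score of integrated fluorescence ratio over time as area under calcium response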
* marks the source's active call; other numbers are inactive results; i = inactive; x = no result given. A portion of the library; count on the stated rates, not on these rows.

SMILES | KCNQ1 act | KCNQ1 block | Platelet DG rel | TRPC4 act | KCNK9 inh | TRPC4 block | PolyA inhibitor | Dyrk1A ADPGlo | hERG rescue | KCNK3 block | TRPC4 potent
C=CC1CN(C(=O)OCC(Cl)(Cl)Cl)C2CC3c4ccc(OC)cc4NC3C3CC1C2CO3 (stereo unspecified) | i | 7* | -5.1 | i | i | i | i | x | -16.9 | x | i
CCN(CC)C(=O)Cn1cc(S(=O)(=O)CC(=O)Nc2ccccc2F)c2ccccc21 | i | i | 1.1 | i | i | i | i | -12.9 | -12.4 | i | i
Cc1ccc(S(=O)(=O)N2CCN(c3ccccc3)CC2)cc1C | i | i | -10.9 | i | i | i | i | -1.4 | -8.2 | i | i
CNC(=O)/C(=C\C=C\c1ccccc1)NC(=O)c1ccc([N+](=O)[O-])cc1 | i | i | -2.0 | i | i | i | i | 7.8 | -25.1 | i | i
Cc1onc(-c2c(F)cccc2Cl)c1C(=O)NCc1ccco1 | i | i | 23.3 | i | i | i | i | -9.5 | -9.3 | i | i
COc1ccc(S(=O)(=O)Nc2ccc(S(=O)(=O)N3CCCCC3)cc2)cc1 | i | i | -2.4 | i | i | i | i | -3.3 | -10.4 | i | i
CCN1CC(CN(C)Cc2nc(Cc3ccccc3)no2)CC1=O (stereo unspecified) | i | i | 1.9 | i | i | i | i | 0.8 | -11.0 | i | i
Cc1nn(-c2ccccc2)c2c1C1(C(=O)Nc3ccccc31)N1C(=N2)Sc2ccccc21 (stereo unspecified) | i | i | -19.6 | i | i | i | i | -0.3 | -3.7 | i | i
CC(=O)c1ccc(N2Cc3ccccc3C3(CCOCC3)C2=N)cc1 | i | i | 3.4 | i | i | i | i | 6.5 | -7.9 | i | i
CC(C)(C)C(=O)NC1=NCCS1 | i | i | x | i | i | i | i | -2.4 | -8.3 | i | i
Cc1ccc(-n2c(C(C)C)nc3oc4ccccc4c(=O)c3c2=O)cc1 | i | i | -2.7 | i | i | i | i | 22.4 | -2.5 | i | i
O=C(O)CCCN1C(=O)c2cccc3cccc(c23)C1=O | i | i | 0.9 | i | i | i | i | 0.0 | -5.2 | i | i
COc1ccc(-n2c(C)cc(SC)c(C(C)=O)c2=S)cc1 | i | i | -11.3 | i | i | i | i | 13.0 | -7.0 | i | i
O=C1NC(=Nc2ccccc2)c2c1cccc2[N+](=O)[O-] | i | i | -4.1 | i | i | i | i | -0.3 | -2.8 | i | i
O=C(CCCOc1ccc(Cl)cc1Cl)N/N=C\C1CCCCC1 | i | i | -2.1 | i | i | i | i | -0.5 | -0.2 | i | i
Cc1ccc2c(c1)c(N=Nc1ccc([N+](=O)[O-])cc1)c(O)n2C | i | i | -5.3 | i | i | i | i | -2.1 | -3.5 | i | i
COC(=O)c1cc2c(=O)n3ccccc3nc2n(Cc2cccnc2)c1=N | i | i | 1.5 | i | i | i | i | x | -1.8 | x | i
CCC(CC)C(=O)Nc1ccncc1 | i | i | 2.7 | i | i | i | i | x | -14.8 | x | i
COc1cccc(NC(=O)N2C3CCCC2CC(NC(=O)C2CC2)C3)c1 (stereo unspecified) | i | i | -3.0 | i | i | i | i | -0.5 | -6.1 | i | i
COc1ccc(S(=O)(=O)NC2CC3CCC2C3)cc1 (stereo unspecified) | i | i | -14.6 | i | i | i | i | x | -8.7 | i | i
CSc1cccc(-n2c(C)cc(C(N)=O)c2C)c1 | i | i | -2.8 | i | i | i | i | 26.8 | -8.4 | i | i
COc1ccc(-c2csc(N3N=C(C)C(C)C3=O)n2)cc1 (stereo unspecified) | i | i | -1.5 | i | i | i | i | -1.9 | -8.4 | i | i
N#CC(c1ccc(F)cc1)c1ccc(C(=O)c2ccc(F)cc2)cc1 (stereo unspecified) | i | i | -3.0 | i | -9.72* | i | i | 6.4 | -7.4 | -10.2* | i
O=C(NCc1ccco1)C1CC(c2ccccc2O)=NO1 (stereo unspecified) | i | i | -6.6 | i | i | i | i | 13.5 | -6.2 | i | i
COc1ccccc1/C=N/NC(=O)CC(=O)NCCc1ccccc1 | i | i | 14.7 | i | i | i | i | x | -14.1 | i | i
COc1ccc(Br)cc1CNC(=O)CCN1C(=O)COc2ccccc21 | i | i | 3.6 | i | i | i | i | 7.5 | -5.5 | i | i
CS(=O)(=O)N1CCCC(C(=O)N2CCc3ccccc3C2)C1 (stereo unspecified) | i | i | -1.5 | i | i | i | i | -4.9 | -5.7 | i | i
Cc1ccc(N(Cc2ccccc2)C(=O)c2ccc(F)c(S(=O)(=O)N3CCOCC3)c2)cc1 | i | i | -8.0 | i | i | i | i | 6.2 | -9.2 | i | i
C=CCNc1nc2ccccc2nc1NS(=O)(=O)c1ccc(Br)cc1 | i | 7* | 9.9 | i | i | i | i | 3.2 | -2.7 | i | i
O=C(NC(NC(=O)c1ccccc1)C(=O)c1ccccc1)c1ccccc1 | i | i | -3.3 | i | i | i | i | 12.9 | -3.2 | i | i
CCOC(=O)c1ccccc1NC(=O)c1cn(-c2ccc(OC)cc2)c(=O)c2ccccc12 | i | i | -1.8 | i | -9.27* | i | i | 4.4 | -6.4 | i | i
CC1(C)Cc2c(ccc3ccccc23)-c2nnc(-c3cccnc3)n21 | i | i | 4.3 | i | i | i | i | 1.9 | -18.4 | i | i
CC(=O)Nc1ccc(NC(=O)C(C)OC(=O)c2ccccc2Sc2ccccc2C#N)cc1 (stereo unspecified) | i | i | -1.0 | i | i | i | i | 5.7 | -5.8 | i | i
O=[N+]([O-])c1ccc(-c2c[nH]c(=S)[nH]2)cc1 | i | i | 1.7 | i | i | i | i | 0.9 | -9.1 | i | i
CNC(=S)NNC(=O)c1cccn(Cc2ccc(Cl)c(Cl)c2)c1=O | i | i | -0.2 | i | i | i | i | 2.9 | -18.5 | i | i
O=S1(=O)CC/C(=N/Nc2ccc(C(F)(F)F)cn2)c2cc(F)ccc21 | i | i | 8.0 | i | i | i | i | 8.6 | -11.7 | i | i
CC(=O)NCCc1nc2ccccc2n1CCOc1ccccc1 | i | i | 6.2 | i | i | i | i | 0.5 | -7.2 | i | i
Nn1c(=S)[nH]c2sc3c(c2c1=O)CCCC3 | i | i | 5.1 | i | i | i | i | -1.7 | -2.7 | i | i
S=c1nc(C2CCCCC2)[nH][nH]1 | i | i | -7.7 | i | i | i | i | 2.0 | -10.2 | i | i
COc1cc(NC(=O)CSc2nc3ccccc3cc2Cc2ccccc2)cc(OC)c1 | i | i | 3.4 | i | i | i | i | -0.7 | -3.5 | i | i
CCCCOC(=O)Sc1nc2ccccc2o1 | i | i | -3.5 | i | i | i | x | -0.4 | -10.0 | i | i
Oc1ccccc1/C=N/Nc1cccc2cccnc12 | i | i | 9.0 | i | i | i | i | -2.9 | -8.7 | -11* | i
COC(=O)[C@H](Cc1ccccc1)N(C)S(=O)(=O)c1cccc(S(=O)(=O)N(C)[C@@H](Cc2ccccc2)C(=O)OC)c1 | i | i | -1.5 | i | i | i | i | 8.7 | -6.5 | i | i
Oc1ccc(/C=N/Nc2cc(N3CCCC3)nc(N3CCCC3)n2)cc1 | i | i | -13.7 | i | i | i | i | 11.6 | -6.1 | i | i
COc1ccccc1C(=O)NC(=S)Nc1ccc(S(=O)(=O)N2CCN(C)CC2)cc1 | i | i | -7.4 | i | i | i | i | 6.9 | -8.6 | i | i
COc1ccc(OC)c(C(C(=O)NCc2ccco2)N(C(=O)Cn2nnc3ccccc32)C2CC2)c1 (stereo unspecified) | i | i | 0.6 | i | i | i | i | 1.2 | -5.9 | i | i
Cc1ccc(O)c(C(=O)c2cc(C#N)c(=O)n(C(C)c3ccccc3)c2)c1 (stereo unspecified) | i | i | 0.4 | i | i | i | i | x | -7.0 | i | i
Cc1ccc(CNc2ccc(Cl)cc2[N+](=O)[O-])cc1 | i | i | 1.4 | i | i | i | i | 4.3 | -14.0 | i | i
O=C1CCNCCN1[C@H](CO)c1ccccc1 | i | i | 2.8 | i | i | i | i | 6.8 | -11.0 | i | i
C[C@H](c1ccccc1)n1nnc(COCc2ccccc2)c1C#CCOCc1ccccc1 | i | i | 0.7 | i | i | i | i | -6.0 | -10.9 | i | i
CC(C)C[C@H](NC(=O)c1nc[nH]c1C(=O)NCC(=O)OC(C)(C)C)C(=O)OCc1ccccc1 | i | i | 2.2 | i | i | i | i | -43.5 | -7.5 | i | i
O=c1c2ccccc2oc2ccc(-c3ccc4[nH]ccc4c3)cc12 | i | i | 0.9 | i | i | i | i | -6.9 | -11.3 | i | i
CCCOc1ccc(-c2cc(C(F)(F)F)c(C#N)c(SCC(=O)O)n2)cc1 | i | i | 2.8 | i | i | i | i | -2.0 | -8.3 | i | i
COc1ccc(NC(=O)Cn2cnc3sc(C)c(S(=O)(=O)N4CCN(C)CC4)c3c2=O)cc1OC | i | i | -0.9 | i | i | i | i | -2.9 | -4.5 | i | i
C=CCn1c(SC(C)C#N)nc2sc(CC)cc2c1=O (stereo unspecified) | i | i | -2.4 | i | i | x | i | 2.4 | -8.9 | i | i
COC(=O)NCC(C)OC(=O)Nc1ccc(Cl)cc1 (stereo unspecified) | i | i | -3.2 | i | i | i | i | 1.1 | -4.0 | i | i
Cc1cc(S(=O)(=O)Nc2ccccc2C)ccc1F | i | i | -3.3 | i | i | i | i | 2.5 | -8.4 | i | i
FC(F)(F)c1nnc2c3ccccc3c(Cl)nn12 | i | i | -1.0 | i | i | i | i | 2.9 | -1.6 | i | i
COc1ccc(CNC(=O)CCS(=O)(=O)c2ccc(Br)cc2)cc1 | i | i | 7.5 | i | i | i | i | -6.6 | -5.8 | i | i
O=C(CN1CCCN(Cc2ccc(F)cc2Cl)C1=O)NC1CCCC1 | i | i | 4.9 | i | i | i | i | -0.4 | -3.4 | i | i
CCOc1nc(-c2ccccc2)c2cc(Br)ccc2n1 | i | i | 8.9 | i | i | i | i | -2.0 | -4.7 | i | i
COCCn1c(SCC(=O)Nc2ccccc2C)nc2c(oc3ccccc32)c1=O | i | i | -2.9 | i | i | i | i | 2.6 | -6.2 | i | i
O=C(CNCC(=O)Nc1ccc(F)c(F)c1F)Nc1ccc(F)c(F)c1F | i | i | -2.9 | i | i | i | i | -4.6 | -7.1 | i | i

Compound activity deposited in PubChem BioAssay by several laboratories.
